Screening data from PubChem.
HCMV inh – qHTS Assay for inhibitors of the human cytomegalovirus (HCMV) | HFF cells, HCMV-luciferase reporter, 72 h; stronger effect = lower value | activity change, negative = inhibition, % at 57.5 µM | 4.5% of 410,000 active | AID 1259415, 2018; in the data active means activity change below about -60%; inconclusive means no clear call, values can overlap the other calls; inactive means above about -39%
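Two compound doses tested in HFFs infected with HCMV-luciferase, MOI 1 PFU/cell, 72 h at 37C. Lysate luminescence read with OneGlo; data normalized against buffer-only and 10uM Salinomycin inhibitor controls.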
AmpC inh no detg – qHTS Inhibitors of AmpC Beta-Lactamase (assay without detergent); P00811; Potency, µM (highest dose often 57.1 µM), without a hit: at the highest dose activity change, negative = inhibition, most hits filed as inhibitors; AmpC nitrocefin hydrolysis, absorbance 480 nm, 0.0001% Triton; 0.52% of 330,000 active;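 further: potency means the concentration at half of the fitted maximal effect; plate controls were no compound for no effect and no enzyme for full effect; nearly all actives have a fitted effect of over 20% in size; some results filed as inactive show a strong effect at the top dose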
Target sequence (P00811 whole entry, looked up): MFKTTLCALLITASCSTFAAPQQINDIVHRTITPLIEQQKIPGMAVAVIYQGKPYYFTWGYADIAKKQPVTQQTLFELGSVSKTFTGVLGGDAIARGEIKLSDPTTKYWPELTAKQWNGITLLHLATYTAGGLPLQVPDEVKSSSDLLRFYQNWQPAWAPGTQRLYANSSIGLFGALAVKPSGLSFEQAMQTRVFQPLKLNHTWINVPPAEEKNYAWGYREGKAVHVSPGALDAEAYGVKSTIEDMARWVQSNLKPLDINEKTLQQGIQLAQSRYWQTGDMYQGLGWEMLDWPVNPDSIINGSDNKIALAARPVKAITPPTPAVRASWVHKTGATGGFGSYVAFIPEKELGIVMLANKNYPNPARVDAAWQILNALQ
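AmpC (5.3 nM in the dispensed reagent) in 20 mM phosphate pH 7.0 with 0.01% (detergent screen) or 0.0001% Triton X-100 was preincubated with compounds for 15 min at room temperature. Nitrocefin was then added from an 800 uM solution, and hydrolysis was followed at 480 nm.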
AmpC inh detg – qHTS Inhibitors of AmpC Beta-Lactamase (assay with detergent) | P00811 | AmpC hydrolysis of nitrocefin, absorbance 480 nm, 0.01% Triton | Potency, µM (series often up to 114 µM), without a hit: at the highest dose activity change, negative = inhibition, hits mostly inhibitors | 0.041% of 370,000 active | AID 485294, 2010;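 further: potency means the concentration at half of the fitted maximal effect; 0% = no-compound wells and -100% = no-enzyme wells; nearly all actives have a fitted effect of over 25% in size; some results filed as inactive show a strong effect at the top dose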
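20 mM phosphate pH 7.0 + 0.01% (detergent screen) or 0.0001% Triton X-100; 5.3 nM AmpC reagent; cpd preinc 15 min RT; nitrocefin (800 uM stock) to start; A480 q20 s × 4 min; Activity was normalised to no-enzyme and no-compound control wells.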
AMA1 RON2 block – qHTS for Inhibitors of AMA1-RON; Towards Development of Antimalarial Drug Lead: Primary Screen. AID 720542, 2013. Potency, µM (series often up to 58.2 µM), for inactives: top-dose activity change, negative = inhibition, actives largely listed as inhibitors. AlphaScreen AMA1-biotinylated RON2 peptide binding. 0.2% of 360,000 active. Plasmodium falciparum AMA1 (3D7) - RON2 peptide interaction;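 further: potency means the concentration at half of the fitted maximal effect; 0% = vehicle wells and -100% = peptide control; nearly all actives have a fitted effect of over 45% in size; some results filed as inactive show a strong effect at the top dose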
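AMA1 (3D7) with his tag at 25 nM final met compounds first, then biotinylated RON2 peptide at 25 nM; detection used donor plus acceptor beads, 10 µg/mL apiece, read by AlphaScreen after 30 min at room temperature.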
HCV inhibitor – qHTS Assay for Inhibitors of Hepatitis C Virus (HCV); Huh7.5.1 HCVcc-Cre infection, luciferase reporter, 44 h; Potency, µM (doses to about 41.8 µM), for inactives: at the top dose activity change, negative = inhibition, hits mostly inhibitors; 3.4% of 340,000 active; further: potency means the concentration at half of the fitted maximal effect
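1,000 cells/well; 4 h culture; + compound; + HCVcc-Cre (~0.5 moi); 44 h; luciferase substrate, RT 15 min; read 15 sec.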
Tb PYK inh – qHTS of Trypanosoma Brucei Inhibitors. Potency, µM (top dose mostly 76.8 µM), without a hit: at the highest dose activity, negative = inhibition, hits mostly inhibitors. TbPYK enzyme, Kinase-Glo Plus ATP luminescence, 45 min. 0.12% of 410,000 active. pyruvate kinase (Trypanosoma brucei), Q57TT1; further: potency means the concentration at half of the fitted maximal effect; nearly all actives have a fitted effect of over 50% in size
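Assay buffer: 50 mM TEA pH 7.2, 100 mM KCl, 10 mM MgCl2, 0.05% BSA, 0.01% Tween-20. Pyruvate kinase from T. brucei plus substrate met compound, then ADP (130 uM final). Luminescence was read post 45 min RT.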
LmPK inh – qHTS Assay for Inhibitors of Leishmania Mexicana Pyruvate Kinase (LmPK); Q27686; purified LmPK, Kinase-Glo ATP luminescence, 1 h; Potency, µM (highest dose often 57.5 µM), inactives show at the highest dose activity change, negative = inhibition, most hits filed as inhibitors; 0.37% of 290,000 active; further: potency means the concentration at half of the fitted maximal effect
Target sequence (Q27686 whole entry, looked up): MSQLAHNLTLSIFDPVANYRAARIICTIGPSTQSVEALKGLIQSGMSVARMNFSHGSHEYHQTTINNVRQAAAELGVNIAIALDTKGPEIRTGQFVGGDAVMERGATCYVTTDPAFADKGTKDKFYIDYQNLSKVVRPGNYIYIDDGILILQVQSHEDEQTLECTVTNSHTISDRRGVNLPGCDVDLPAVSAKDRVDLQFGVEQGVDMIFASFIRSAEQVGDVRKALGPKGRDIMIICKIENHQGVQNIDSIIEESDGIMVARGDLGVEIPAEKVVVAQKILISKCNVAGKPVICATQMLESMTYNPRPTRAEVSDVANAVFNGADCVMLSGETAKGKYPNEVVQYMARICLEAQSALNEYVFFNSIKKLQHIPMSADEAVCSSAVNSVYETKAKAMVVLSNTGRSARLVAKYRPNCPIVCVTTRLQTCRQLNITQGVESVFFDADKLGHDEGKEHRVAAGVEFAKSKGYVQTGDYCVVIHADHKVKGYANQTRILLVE
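Screened at intermediate enzyme activity to detect both inhibitors and activators: LmPK at 0.1 nM, with a 0.5 nM enzyme column as activation reference. PEP 0.5 mM, ADP 0.1 mM; ATP detected by luminescence after 1 h.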
The depositor's hits bear a star; u = inconclusive; x = not tested or not shown; [ ] = dose if it differs, or a comment. Unless noted, the call rests on the fitted dose curve; in most records, active means well fitted curve in the direction sought with a large enough effect; inconclusive means small, poorly fitted or top-dose-only effect, or another doubt; inactive means no such curve, though single readings can be large; an effect the other way counts as inactive or inconclusive. Unless noted, on the % scale 0 is the no-effect control and ±100 the full control effect.

compound,HCV inhibitor,AmpC inh detg,LmPK inh,HCMV inh,AMA1 RON2 block,Tb PYK inh,AmpC inh no detg
COc1ccc(N2C(=O)CC(N3CCN(C4CCc5ccccc5C4)CC3)C2=O)cc1 (stereo unspecified),-3%,1%,1%,61,52%[activator],-2%,-15%
CC(OC(=O)C1=NN(c2ccccc2)C(=O)CC1)C(=O)NC1CCCCC1C (stereo unspecified),13%,u,x,-1,-5%,4%,-6%
CCN(Cc1ccc(OC)c(F)c1)C(=O)C1CCCO1 (stereo unspecified),9%,-7%,0%,-7,22%,0%,-12%
COc1cccc(C(c2sc3nc(C)nn3c2O)N2CCN(c3ccccc3F)CC2)c1 (stereo unspecified),7%,-7%,7%,x,-1%,0%,149%[activator]
COc1ccc(-c2nc(CCNC(=O)c3c(F)cccc3Cl)cs2)cc1,x,1%,x,u,x,-4%,x
CCC1CCCCN1C(=O)c1nn(-c2ccc(OC)cc2)c(=O)c2c1c1ccccc1n2C (stereo unspecified),x,4%,x,17,x,-10%,x
CCc1noc(C)c1C(=O)N1CCN(S(=O)(=O)c2cc(C)ccc2C)CC1,11%,u,2%,-15,-1%,0%,50%
COC(=O)c1c(NC(=O)CCCC(=O)O)sc(C)c1C,-5%,u,4%,24,0%,-6%,-11%
O=C(O)CC1C(=O)NCCN1C/C=C/c1ccccc1 (stereo unspecified),12%,u,2%,13,17%,4%,-2%
CCC(C(=O)NC1CCCCC1)n1nc(C)c2c(C)n(-c3ccccc3)nc2c1=O (stereo unspecified),6%,-2%,15%,-21,-10%,2%,-3%
Cc1ccc(C2NC(=O)NC(O)(C(F)(F)F)C2C(=O)c2ccccc2)o1 (stereo unspecified),3%,u,-2%,18,-6%,-2%,-12%
COc1ccc(S(=O)(=O)N2CCN(C(=O)c3ccc4ccccc4n3)CC2)cc1,16%,4%,x,u,-11%,3%,26%

Additional structures
compound,HCV inhibitor,AmpC inh detg,LmPK inh,HCMV inh,AMA1 RON2 block,Tb PYK inh,AmpC inh no detg
CC(=O)c1ccc(N2C(=O)C3C(C2=O)C(C(=O)c2ccc(Cl)cc2)N2CCCC32)cc1 (stereo unspecified),-17%,u,4%,27,-4%,-20%,-22%
CC(C)(C)c1ccc(S(=O)(=O)n2c(CN3CCOCC3)nc3ccccc32)cc1,21%,u,6%,82,-2%,-14%,-5%
Cc1ccc(NC(=O)c2c(C)nc3sc(C(=O)Nc4ccc(F)cc4)c(N)c3c2-c2ccccc2Cl)c(C)c1,x,1%,x,-11,x,0%,x
CC(C)[C@H](NC(=O)c1ccccc1F)C(=O)NCCc1ccccc1,-2%,5%,-2%,-22,-4%,0%,0%
CCOC(=O)C1=C(C(=O)OCC)N(CC)CCC1=O,u,x,x,7,24%,-9%,x
CCCCN1CC(O)=C(c2nc3ccccc3s2)C1=N,-11%,u,4%,91,5%,3%,-22%
O=C(CN1CCc2ccccc21)Nc1ccc2c(c1)OCCCO2,-2%,1%,x,59,-17%,-1%,-8%
CC1CCN(CC(=O)Nc2cccc(Cl)c2)CC1,1%,-1%,-2%,22,14%,0%,-16%
Cc1cccc(-c2ccc(C=Nc3c(C)n(C)n(-c4ccccc4)c3=O)o2)c1,25%,3%,0%,8,-9%,0%,51%
Cc1ccc2nc(-c3cccc(NC(=O)c4ccc5c(c4)OCCO5)c3)oc2c1,u,-17%,0%,19,51%[activator],4%,-18%
COC(=O)CCC(=O)OC1(C)C(=O)C2=CN(Cc3ccc(OC)cc3)C(c3ccc(OC)cc3)=CC2=C(Br)C1=O (stereo unspecified),-10%,x,-8%[11.5 µM],2,-5%,-4%,x
Cn1c(=O)c2c(O)c(C=Nc3ccc(F)cc3)c(=O)n(C)c2n(C)c1=O,1%,-5%,-3%,x,-2%,2%,-16%

Next compounds
compound,HCV inhibitor,AmpC inh detg,LmPK inh,HCMV inh,AMA1 RON2 block,Tb PYK inh,AmpC inh no detg
CC(C)(C)N=C1NN=C(c2ccc(S(=O)(=O)N3CCCCC3)cc2)CS1,u,6%,x,-7,57%[activator],5%,-27%
Cc1ccc(/C=N/NC(=S)N2CCOCC2)cc1,-2%,u,-3%,99,-2%,-24%,-30%
C/C(=N\NC(N)=S)c1cc(-c2ccccc2)c(-c2ccccc2)s1,6.3µM*,u,2%,-3,54%[activator],3%,u
COc1ccc(Nc2nc(-c3ccc4c(c3)NC(=O)CO4)cs2)cc1,-16%,-1%,5%,u,1%,-4%,-37%
CCOC(=O)c1ccccc1NC(=S)N1CC(C)CC(C)C1 (stereo unspecified),-22%,-1%,3%,-37,-6%[2.32 µM],-7%,-12%
COc1cccc(C(=O)NCC[N+](C)(C)C)c1,x,x,x,8,-11%,-7%,x
Cc1cc(NCCCn2ccnc2)n2nc(C)c(-c3ccc(Cl)cc3)c2n1,10µM*,0%,14%,-38,-13%,-6%,3%
CCc1cc2c(cc3c(=O)n(CC(=O)NC4CCCCC4)ncn32)s1,x,23%,x,-20,x,-12%,x
Oc1ccc(C[C@H]2CNCCN2CCc2cccc(F)c2)cc1,-29%,9%,x,-6,1%,-3%,-3%
Cc1ccc(CN2C(=O)C3CCCN3c3ncccc32)cc1 (stereo unspecified),-9%,-6%,-1%,-16,4%,0%,-2%
Cc1cc(C)cc(NC(=O)C2CCN(c3nc(C)cc(C)n3)CC2)c1,-5%,-15%,1%,24,2%,4%,40%
CCCS(=O)(=O)N1CCN(C2CCC(C)CC2)CC1 (stereo unspecified),22%,-6%,-2%,22,-15%,-5%,-10%

(cont.)
compound,HCV inhibitor,AmpC inh detg,LmPK inh,HCMV inh,AMA1 RON2 block,Tb PYK inh,AmpC inh no detg
N#Cc1ccc(-c2nnnn2-c2ccc3c(c2)OCO3)cc1,-9%,u,2%,-26,4%,-3%,-18%
CC(=O)C1=C(O)C(=O)N(Cc2ccco2)C1c1ccccc1 (stereo unspecified),11%,u,3%,13,-1%,6%,-18%
CC(=O)Nc1ccc(NC(=O)CCS(=O)(=O)c2ccc3c(c2)CC(=O)N3C)cc1,x,-2%,x,0,x,-6%,x
COc1ccc(/C=C2\Sc3ccc(C(=O)NC4CC4)cc3N(C)C2=O)cc1OC,u,-8%,-1%,-29,-15%,1%,95%[activator]
COc1cc(CCC(=O)OCC(=O)Nc2sccc2C(N)=O)cc(OC)c1OC,13µM*,-11%,x,-16,-4%,-7%,-8%
CCN(CC(=O)Nc1c(F)cccc1F)C(=O)c1cn2ccccc2n1,12%,-7%,x,-3,5%,-11%,-12%
Cc1nnc(SCC(=O)NCCOc2ccc(Cl)cc2)n1-c1ccccc1,21%,-14%,-1%,40,4%,-11%,82%[activator]
COc1ccc(NC(=O)C2(C)CCN2Cc2cccc(OC)c2F)cc1OC (stereo unspecified),x,x,x,-6,-21%,-3%,x
CCOc1cccc(CN2CCC(n3nccc3NC(=O)C3CC3)CC2)c1O,14%,-1%,0%,-13,8%,4%,-8%
CC1=C(C(=O)OCc2ccccc2)C(c2ccsc2)C(C#N)=C(N)O1 (stereo unspecified),u,-6%,-2%,-1,2%,-9%,-27%
COC(=O)c1sc2ncccc2c1OCc1cccc(Cl)c1,-3%,-7%,3%,-102*,30%[activator],3%,-41%
COc1cc(/C=C/C(=O)OCC(=O)NC(=O)NC(C)C)ccc1OCC#N,u,-12%,0%,-19,-2%,2%,-8%

More structures
compound,HCV inhibitor,AmpC inh detg,LmPK inh,HCMV inh,AMA1 RON2 block,Tb PYK inh,AmpC inh no detg
CCOC(=O)c1[nH]c(C)c(C(=O)OCCN2C(=O)c3ccccc3C2=O)c1C,-15%,u,2%,4,-6%,-2%,-5%
Cn1nnc2c(N3CCN(c4ccc(F)cc4)CC3)ncnc21,x,2%,x,-10,x,-2%,x
C[C@H](CO)N1C[C@H](C)[C@@H](CN(C)C(=O)c2ccc3ccn(C)c3c2)OCc2cnnn2CCCC1=O,x,x,x,-2,0%,7%,x
CN/C=C1\C(=O)C(C)(C)Oc2ccc3ccc(=O)oc3c21,u,-3%,1%,47,-1%,-23%,-17%
CC(Oc1ccc2c(c1)c1ccnc3c4ccccc4c(=O)n2c13)C(=O)NCCN1CCOCC1 (stereo unspecified),11µM*,u,5%,-90*,3%,4%,32%[activator]
C/C(=N\NC(=O)Nc1ccccc1)c1ccc2ccccc2c1,22%,u,5%,-12,9%,-2%,-33%
Cc1nc(NCCc2ccccc2)c(C#N)c(C)c1[N+](=O)[O-],-27%,-3%,-1%,-10,-17%,-1%,-7%
Cc1cc(C)cc(OCC(=O)N2CCN(c3ncccn3)CC2)c1,-16%,x,x,-19,1%,5%,9%
O=C(CN1CCCCCC1)N/N=C/c1ccc2ccccc2c1,-7%,2%,1%,91,0%,19%,1%
Cc1ccc(NC(=O)NCCOCCn2c(=O)oc3ccccc32)cc1F,x,17%,x,5,x,-5%,x
CCCCN(C(=O)CCOc1ccc(OCC)cc1)c1c(N)n(Cc2ccccc2)c(=O)[nH]c1=O,x,x,x,-19,-13%,-1%,x
Cc1ccccc1NC(=S)NC(=O)Cc1ccc(Cl)cc1,5%,-3%,0%,7,68%[activator],-3%,-47%
Cc1nn(-c2ccccn2)c2c1C(c1ccsc1)C1=C(CCCC1=O)N2 (stereo unspecified),u,-4%,-6%,-28,-5%,-12%,-14%
CCCn1c(=O)c2[nH]c(C3CCCC3)nc2n(CCC)c1=O,3%[8.37 µM],-7%,-3%,36,11%,5%,-29%
CC(=O)c1cccc(NC(=O)CN2C(=O)c3ccccc3C2=O)c1,23%,4%,1%,-5,-6%,-2%,-6%

Quoted at random: three compounds from above
compound,HCV inhibitor,AmpC inh detg,LmPK inh,HCMV inh,AMA1 RON2 block,Tb PYK inh,AmpC inh no detg
CCOC(=O)c1ccccc1NC(=S)N1CC(C)CC(C)C1 (stereo unspecified),-22%,-1%,3%,-37,-6%[2.32 µM],-7%,-12%
CCc1cc2c(cc3c(=O)n(CC(=O)NC4CCCCC4)ncn32)s1,x,23%,x,-20,x,-12%,x
Cc1ccc(C2NC(=O)NC(O)(C(F)(F)F)C2C(=O)c2ccccc2)o1 (stereo unspecified),3%,u,-2%,18,-6%,-2%,-12%
